Mdm2-MdmX inh – inhibitors of human Mdm2/MdmX interaction | inhibition, % at 8 µM | AID 485346 | SaOS-2 split-luciferase Mdm2/MdmX complementation, luminescence | O15151+Q00987 | 3% of 330,000 active;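 active = inhibition of at least 50% at 8 µM in the primary screen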
EBI2 antag – blocks human EBI2 receptor beta-arrestin signaling; P32249; EBI2 beta-arrestin recruitment, luminescence, 7a,25-OHC stimulated; 0.81% of 360,000 active; inhibition, % at 5 µM; in the data active = inhibition above about 38%;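 also: enzyme fragment complementation signal reports receptor beta-arrestin coupling in cells; 0% = agonist plus DMSO wells and 100% = wells without agonist; some results beyond the cut were filed as inactive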
Target sequence (P32249 whole entry, looked up, the tested form may be a part): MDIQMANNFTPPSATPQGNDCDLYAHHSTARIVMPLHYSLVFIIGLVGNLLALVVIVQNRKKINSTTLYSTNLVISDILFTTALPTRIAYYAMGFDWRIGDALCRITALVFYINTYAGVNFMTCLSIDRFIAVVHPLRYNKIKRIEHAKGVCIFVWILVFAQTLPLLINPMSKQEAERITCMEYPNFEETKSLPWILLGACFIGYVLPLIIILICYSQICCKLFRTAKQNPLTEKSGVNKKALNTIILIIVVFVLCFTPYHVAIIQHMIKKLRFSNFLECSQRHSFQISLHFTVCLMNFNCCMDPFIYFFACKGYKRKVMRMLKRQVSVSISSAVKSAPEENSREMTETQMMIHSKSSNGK
CCR6 antag – antagonists of human CCR6 receptor; CHO-K1 CCR6 PathHunter beta-arrestin, luminescence, CCL20-stimulated; inhibition, % at 20 µM; 0.49% of 340,000 active;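 active = compounds whose inhibition of the agonist-driven luminescence signal at 20 µM reaches about 50%, limit read from the data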;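 also: cells stimulated with CCL20 at 14 nM final; plate controls were DMSO with CCL20 for no effect and DMSO without agonist for full effect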
Target sequence (P51684 whole entry, looked up): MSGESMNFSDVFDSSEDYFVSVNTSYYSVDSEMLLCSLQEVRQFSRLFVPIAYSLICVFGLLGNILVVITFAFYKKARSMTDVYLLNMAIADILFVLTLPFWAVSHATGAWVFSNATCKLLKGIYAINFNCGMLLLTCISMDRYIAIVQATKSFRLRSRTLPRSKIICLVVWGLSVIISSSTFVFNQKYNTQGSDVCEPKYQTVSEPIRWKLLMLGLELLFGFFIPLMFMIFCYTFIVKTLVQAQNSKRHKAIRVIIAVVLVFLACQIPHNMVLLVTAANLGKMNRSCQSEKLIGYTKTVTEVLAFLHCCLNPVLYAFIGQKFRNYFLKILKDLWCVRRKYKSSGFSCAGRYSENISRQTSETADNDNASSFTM
UPR CHOP act – apoptotic UPR (CHOP) activation. 0.34% of 330,000 active. AID 449763. activation, % at 10 µM. CHO-CHOP luciferase reporter, luminescence; percent of tunicamycin response over DMSO baseline;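 active = at 10 µM dose, activation of 40% or more, normalized to positive control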;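 also: 100% = tunicamycin at 10 µg/mL and 0% = DMSO alone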
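measured by = luciferase luminescence | assay system = CHO-CHOP cells, stable luciferase reporter of PERK-eIF2a-CHOP signalling | amount = 500 reporter cells seeded per well | timing = 6 h compound exposure at 37 °C after overnight seeding | controls = positive tunicamycin 10 µg/mL, negative DMSO alone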
CXCR6 inh – CXCR6 (human) receptor inhibition; O00574; AID 602244; CHO-K1 PathHunter CXCR6 beta-arrestin, luminescence; inhibition, % at 20 µM; 0.36% of 360,000 active; in the data active = inhibition above about 34%, passing the limit was not always enough;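 also: antagonist mode with CXCL16 agonist at 10 nM final; 0% = 10 nM CXCL16 with DMSO and 100% = unstimulated wells without agonist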
Target sequence (O00574 whole entry, looked up): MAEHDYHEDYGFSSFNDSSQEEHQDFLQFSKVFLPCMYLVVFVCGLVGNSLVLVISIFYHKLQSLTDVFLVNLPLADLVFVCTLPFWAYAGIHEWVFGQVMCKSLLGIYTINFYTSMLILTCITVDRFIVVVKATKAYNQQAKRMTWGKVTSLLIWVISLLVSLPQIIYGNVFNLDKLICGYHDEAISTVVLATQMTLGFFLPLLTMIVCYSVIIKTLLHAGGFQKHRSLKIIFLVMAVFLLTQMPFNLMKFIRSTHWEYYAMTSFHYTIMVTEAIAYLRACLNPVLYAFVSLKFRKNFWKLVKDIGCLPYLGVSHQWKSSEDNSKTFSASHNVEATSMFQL
tim23-1 inh – tim23-1 yeast growth inhibition | S. cerevisiae tim23-1 growth, BacTiter-Glo luminescence, 24 h | inhibition, % at 20 µM | 1.3% of 330,000 active;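 active = growth inhibition of the mutant yeast at or above 50%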;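 also: temperature-sensitive mutant grown at 25 °C; plate controls were DMSO-treated mutant yeast for no effect and medium wells lacking yeast for full effect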
APJ ag – agonists of human APJ apelin receptor; CHO-K1 APJ PathHunter beta-arrestin, luminescence; 0% DMSO wells, 100% apelin; activation, % at 20 µM; 0.11% of 330,000 active;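 active = activation more than six SD over the plate average, tested at 20 µM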;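 also: 0% = DMSO alone and 100% = apelin-13 at 10 nM; some results filed as inactive read as strong as hits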
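Test system: CHO-K1 APJ beta-arrestin complementation cell line. Amount: cell density 1000 per well. Controls: DMSO negative, 10 nM Apelin-13 positive. Signal: luminescent beta-gal fragment complementation, chemiluminescent substrate. Read-out basis: agonist-driven arrestin binding to APJ. Timing: compound stimulation 90 min at 25 °C, detection 60 min.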
APJ antag – antagonists of human APJ apelin receptor. P35414. CHO-K1 APJ beta-arrestin complementation, luminescence. inhibition, % at 20 µM. 0.32% of 330,000 active. AID 2521;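 active = inhibition above about 40% at 20 µM, limit read from the data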;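 also: cells challenged with 10 nM apelin-13 agonist together with compound; plate controls were apelin-13 plus DMSO wells for no effect and DMSO wells lacking apelin-13 for full effect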
XBP1 UPR activ – activators of adaptive arm of unfolded protein response (XBP1); 0.33% of 330,000 active; CHO-XBP1 luciferase reporter, IRE1-XBP1 UPR activation, luminescence; percent of tunicamycin response, DMSO as zero; activation, % at 20 µM;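 active = versus positive control, 20 µM dose yields 30% or more activation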;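 also: 100% = tunicamycin at 10 µg/mL and 0% = DMSO only wells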
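Assay system: IRE1-XBP1 luciferase reporter CHO line. Input: 1000 cells/well. Buffer or medium: F12 with 10% serum. Doses: 20 µM, 1% DMSO. Times: overnight seeding at 37 °C, 6 h compound treatment at 37 °C. Technique: Steady-Glo luciferase glow luminescence, 10 min after reagent addition.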
* = called active by the depositor. Some of the compounds tested; count on the stated rates, not on these rows.

How did Cc1ccc(S(=O)(=O)Nc2ccc3c(c2)n(C)c(=O)n3C)cc1 do in these assays?
Mdm2-MdmX inh: 37; EBI2 antag: -6; CCR6 antag: 9; UPR CHOP act: 0.9; CXCR6 inh: -7; tim23-1 inh: -2; APJ ag: -7; APJ antag: -2; XBP1 UPR activ: -1

What do the screens show for `CCCC(=O)N1CCN(c2ccc(NC(=O)c3ccc(OCC)c([N+](=O)[O-])c3)cc2)CC1`?
Mdm2-MdmX inh: -1; EBI2 antag: -1; CCR6 antag: 13; UPR CHOP act: -1.4; CXCR6 inh: -1; tim23-1 inh: -7; APJ ag: 0; APJ antag: 11; XBP1 UPR activ: -2

How did Cc1cc(C)cc(NC(=O)CSc2nnc(CN3CCOCC3)n2C)c1 do in these assays?
Mdm2-MdmX inh: -7; EBI2 antag: 0; CCR6 antag: 4; UPR CHOP act: 1.9; CXCR6 inh: 2; tim23-1 inh: 11; APJ ag: 8; APJ antag: -3; XBP1 UPR activ: -1

What do the screens show for `COc1cc(OC)cc(C(=O)N[C@H](C(=O)OCC(=O)N2CCc3ccccc32)C(C)C)c1`?
Mdm2-MdmX inh: 16; EBI2 antag: -7; CCR6 antag: 3; UPR CHOP act: -1.0; CXCR6 inh: -1; tim23-1 inh: 14; APJ ag: -2; APJ antag: 3; XBP1 UPR activ: 0

What do the screens show for `C#CCSc1ncc(-c2ccccc2)cn1`?
Mdm2-MdmX inh: 1; EBI2 antag: 0; CCR6 antag: -8; UPR CHOP act: 3.2; CXCR6 inh: -3; tim23-1 inh: 5; APJ ag: -2; APJ antag: 5; XBP1 UPR activ: -1

Results for COc1ccc([N+](=O)[O-])cc1NC(=O)CSc1nc(C)c(C)c(C)n1 ?
Mdm2-MdmX inh: 16; EBI2 antag: 4; CCR6 antag: 26; UPR CHOP act: -1.5; CXCR6 inh: 11; tim23-1 inh: -2; APJ ag: -2; APJ antag: 17; XBP1 UPR activ: -3

Results for CNC(=S)NNC(=O)c1sccc1OCc1cccc(C(F)(F)F)c1 ?
Mdm2-MdmX inh: 12; EBI2 antag: -9; CCR6 antag: 3; UPR CHOP act: -0.7; CXCR6 inh: -4; tim23-1 inh: -18; APJ ag: 1; APJ antag: -8; XBP1 UPR activ: 2

What do the screens show for `NC(=O)c1nsc(C(=O)N(Cc2cccnc2)C(C(=O)NC2CCCCC2)c2ccc(F)cc2)c1N` (configuration not stated)?
Mdm2-MdmX inh: 3; EBI2 antag: 2; CCR6 antag: 12; UPR CHOP act: 1.7; CXCR6 inh: 0; tim23-1 inh: -43; APJ ag: -1; APJ antag: 11; XBP1 UPR activ: -7

Results for COc1ccc(C2=NOC(c3nnc(-c4ccccc4)o3)C2)cc1 (configuration not stated) ?
Mdm2-MdmX inh: 4; EBI2 antag: -13; CCR6 antag: 5; UPR CHOP act: 1.5; CXCR6 inh: -4; tim23-1 inh: 11; APJ ag: 3; APJ antag: 20; XBP1 UPR activ: 2

What do the screens show for `COCC(=O)N(C)C1(c2nnnn2CCOC(=O)Nc2ccc(Cl)cc2)CCCCC1`?
Mdm2-MdmX inh: 14; EBI2 antag: -3; CCR6 antag: 9; UPR CHOP act: 0.2; CXCR6 inh: -7; tim23-1 inh: 1; APJ ag: 0; APJ antag: 10; XBP1 UPR activ: 2

Results for CN(CC(=O)Nc1ccc(F)cc1)C(=O)C1Cc2ccccc2CN1S(C)(=O)=O (configuration not stated) ?
Mdm2-MdmX inh: -1; EBI2 antag: 0; CCR6 antag: 6; UPR CHOP act: -0.2; CXCR6 inh: 0; tim23-1 inh: 3; APJ ag: 2; APJ antag: 10; XBP1 UPR activ: 0

What do the screens show for `O=C(NCCCCNC(=O)c1cccs1)c1cccs1`?
Mdm2-MdmX inh: 9; EBI2 antag: -11; CCR6 antag: 19; UPR CHOP act: -0.6; CXCR6 inh: -5; tim23-1 inh: -12; APJ ag: -4; APJ antag: -2; XBP1 UPR activ: 0

How did Cc1cc2ncn(S(=O)(=O)c3ccc(S(=O)(=O)N4CCOCC4)cc3)c2cc1C do in these assays?
Mdm2-MdmX inh: -9; EBI2 antag: -1; CCR6 antag: -8; UPR CHOP act: -2.4; CXCR6 inh: 2; tim23-1 inh: 0; APJ ag: 0; APJ antag: 1; XBP1 UPR activ: 4

How did Cc1cccc2cc(C(c3nnnn3C(C)(C)C)N3CCN(C(=O)c4ccco4)CC3)c(=O)[nH]c12 (configuration not stated) do in these assays?
Mdm2-MdmX inh: 6; EBI2 antag: 2; CCR6 antag: 4; UPR CHOP act: -1.6; CXCR6 inh: 2; tim23-1 inh: 14; APJ ag: -1; APJ antag: 15; XBP1 UPR activ: -3

What do the screens show for `CCOC(=O)c1c(S(=O)(=O)Nc2ccc(F)cc2Cl)c(C)n(C)c1C`?
Mdm2-MdmX inh: -2; EBI2 antag: -4; CCR6 antag: 20; UPR CHOP act: -0.7; CXCR6 inh: 4; tim23-1 inh: 21; APJ ag: -4; APJ antag: 1; XBP1 UPR activ: -3

What do the screens show for `COc1ccc2[nH]c(C(=O)NCCCn3ccnc3)cc2c1`?
Mdm2-MdmX inh: -29; EBI2 antag: -12; CCR6 antag: -3; UPR CHOP act: 1.1; CXCR6 inh: 0; tim23-1 inh: -3; APJ ag: -1; APJ antag: -11; XBP1 UPR activ: 0

What do the screens show for `Cc1cccc(C)c1NC(=S)NC(C)CCc1ccccc1` (configuration not stated)?
Mdm2-MdmX inh: 13; EBI2 antag: -1; CCR6 antag: 38; UPR CHOP act: 2.6; CXCR6 inh: 12; tim23-1 inh: 32; APJ ag: -1; APJ antag: -31; XBP1 UPR activ: 0

Results for Cc1ccc(-n2c(C)c3c(C)nnc(C)c3c2C)cc1C ?
Mdm2-MdmX inh: 27; EBI2 antag: -6; CCR6 antag: 11; UPR CHOP act: 0.7; CXCR6 inh: 6; tim23-1 inh: 17; APJ ag: 5; APJ antag: -1; XBP1 UPR activ: -2

Results for O=C(NC1CCN(Cc2ccccc2)CC1)C1CCCN(c2nnc(-n3cccc3)s2)C1 (configuration not stated) ?
Mdm2-MdmX inh: 32; EBI2 antag: -4; CCR6 antag: 9; UPR CHOP act: -0.6; CXCR6 inh: 7; tim23-1 inh: -7; APJ ag: -3; APJ antag: 8; XBP1 UPR activ: 1

How did CCO/N=C(\C)c1c(O)cc(C(C)C)n(-c2ccccc2)c1=O do in these assays?
Mdm2-MdmX inh: 10; EBI2 antag: -10; CCR6 antag: -7; UPR CHOP act: -0.9; CXCR6 inh: -1; tim23-1 inh: 16; APJ ag: -2; APJ antag: -24; XBP1 UPR activ: -2

How did O=C1c2[nH]nc(-c3ccccc3O)c2C(c2cccc(O)c2)N1Cc1ccco1 (configuration not stated) do in these assays?
Mdm2-MdmX inh: 12; EBI2 antag: -1; CCR6 antag: 16; UPR CHOP act: -0.7; CXCR6 inh: -6; tim23-1 inh: 18; APJ ag: -1; APJ antag: -21; XBP1 UPR activ: 0

What do the screens show for `CC(=O)OCC(=O)C1=CCC2C3CCC4=CC(=O)C=CC4(C)C3(F)C(OC(C)=O)CC12C` (configuration not stated)?
Mdm2-MdmX inh: 78*; EBI2 antag: 15; CCR6 antag: 19; UPR CHOP act: 0.6; CXCR6 inh: 6; tim23-1 inh: 4; APJ ag: -3; APJ antag: 15; XBP1 UPR activ: -3

Results for Cn1/c(=N\NC(=O)c2ccccc2Cl)sc2ccccc21 ?
Mdm2-MdmX inh: -41; EBI2 antag: -1; CCR6 antag: -4; UPR CHOP act: 2.5; CXCR6 inh: 0; tim23-1 inh: 14; APJ ag: -2; APJ antag: -17; XBP1 UPR activ: 0

How did CCOc1ccc(C(=O)C[n+]2ccc(C(=O)NCc3ccccc3)cc2)cc1 do in these assays?
Mdm2-MdmX inh: -25; EBI2 antag: 1; CCR6 antag: -11; UPR CHOP act: 0.0; CXCR6 inh: -4; tim23-1 inh: 0; APJ ag: -4; APJ antag: 10; XBP1 UPR activ: 0

What do the screens show for `COc1ccc(S(=O)(=O)n2nc(OC(=O)c3cccs3)cc2N)cc1`?
Mdm2-MdmX inh: -2; EBI2 antag: -10; CCR6 antag: 9; UPR CHOP act: -1.0; CXCR6 inh: -7; tim23-1 inh: 40; APJ ag: 4; APJ antag: 22; XBP1 UPR activ: -1

How did CCn1c(C)nc2cc(C(=O)NNC(=S)Nc3ccccc3)ccc21 do in these assays?
Mdm2-MdmX inh: 42; EBI2 antag: -3; CCR6 antag: 20; UPR CHOP act: 5.0; CXCR6 inh: 16; tim23-1 inh: -15; APJ ag: -6; APJ antag: 23; XBP1 UPR activ: -4

How did O=C1SCCC1NC(=O)C(c1ccccc1)c1ccccc1 (configuration not stated) do in these assays?
Mdm2-MdmX inh: -23; EBI2 antag: -1; CCR6 antag: -7; UPR CHOP act: 0.4; CXCR6 inh: -4; tim23-1 inh: 8; APJ ag: -3; APJ antag: 12; XBP1 UPR activ: 5

How did CCN(CC)S(=O)(=O)c1ccc(NC(=O)COC(=O)c2ccc(Br)o2)cc1 do in these assays?
Mdm2-MdmX inh: -16; EBI2 antag: -11; CCR6 antag: 6; UPR CHOP act: 0.3; CXCR6 inh: 7; tim23-1 inh: 13; APJ ag: -1; APJ antag: -2; XBP1 UPR activ: -3

What do the screens show for `Fc1ccccc1-c1ccc(/C=N/Nc2nc3ccccc3[nH]2)o1`?
Mdm2-MdmX inh: -34; EBI2 antag: 8; CCR6 antag: 4; UPR CHOP act: 5.1; CXCR6 inh: -11; tim23-1 inh: 33; APJ ag: 0; APJ antag: -16; XBP1 UPR activ: 7

What do the screens show for `Cc1cccc(N2CCN(Cc3nc(-c4ccccc4Cl)oc3C)CC2)n1`?
Mdm2-MdmX inh: -29; EBI2 antag: -2; CCR6 antag: 7; UPR CHOP act: 0.7; CXCR6 inh: -5; tim23-1 inh: 40; APJ ag: -4; APJ antag: 1; XBP1 UPR activ: 4

What do the screens show for `CC1CCN(S(=O)(=O)c2ccc(Cl)cc2Br)CC1`?
Mdm2-MdmX inh: 7; EBI2 antag: 13; CCR6 antag: 15; UPR CHOP act: -1.1; CXCR6 inh: 7; tim23-1 inh: 35; APJ ag: -5; APJ antag: 14; XBP1 UPR activ: 1

How did CC1=C(C(=O)OC(C)C)[C@@H](c2ccc(C)o2)NC(=O)N1 do in these assays?
Mdm2-MdmX inh: -11; EBI2 antag: -5; CCR6 antag: -4; UPR CHOP act: -0.2; CXCR6 inh: 4; tim23-1 inh: 8; APJ ag: -2; APJ antag: -1; XBP1 UPR activ: 5

Reprinted at random: two records from the list, in no set order.
What do the screens show for `Fc1ccccc1-c1ccc(/C=N/Nc2nc3ccccc3[nH]2)o1`?
Mdm2-MdmX inh: -34; EBI2 antag: 8; CCR6 antag: 4; UPR CHOP act: 5.1; CXCR6 inh: -11; tim23-1 inh: 33; APJ ag: 0; APJ antag: -16; XBP1 UPR activ: 7

How did CCN(CC)S(=O)(=O)c1ccc(NC(=O)COC(=O)c2ccc(Br)o2)cc1 do in these assays?
Mdm2-MdmX inh: -16; EBI2 antag: -11; CCR6 antag: 6; UPR CHOP act: 0.3; CXCR6 inh: 7; tim23-1 inh: 13; APJ ag: -1; APJ antag: -2; XBP1 UPR activ: -3

Screening results (PubChem BioAssay)
